Screens deposited in PubChem by The Scripps Research Institute Molecular Screening Center.
PAFAH2 inh – PAFAH2 (human) inhibition. Q99487. recombinant PAFAH2, FP-rhodamine activity probe, fluorescence polarization. inhibition, % at 3.39 µM. 0.99% of 340,000 active. AID 492956;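 active = inhibition above the mean over all tested compounds plus 3 SD, cut at about 30% in these data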;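 also: inhibitors block probe labeling of enzyme so polarization drops; 0% = enzyme with DMSO and 100% = wells lacking PAFAH2 protein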
LYPLA2 inh – counter-screen for PME1 inhibitors: inhibitors of human LYPLA2; recombinant LYPLA2, FP-Rh probe fluorescence polarization; inhibition, % at 5.9 µM; 0.38% of 320,000 active; AID 2177;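 active = inhibition above the screen-wide mean plus 3 SD, limit set per campaign, cut at about 26% in these data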;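 also: 0% = LYPLA2 with DMSO and 100% = wells lacking LYPLA2 enzyme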
PAD4 FP inh – inhibitors of human PAD4 | 0.41% of 330,000 active | inhibition, % at 6.36 µM | AID 485272 | Q9UM07 | recombinant PAD4, RCA probe fluorescence polarization;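 active = percent inhibition above a cutoff equal to the mean of all tested compounds plus 3 SD, cut at about 15% in these data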;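 also: 0% = PAD4 with RCA probe and DMSO and 100% = probe without PAD4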
GSTO1 counter – counter-screen for RBBP9 inhibitors: inhibitors of human GSTO1 | P78417 | recombinant GSTO1, activity-based probe fluorescence polarization | inhibition, % at 5.96 µM | 1.1% of 300,000 active | AID 1974;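 active = inhibition above the campaign mean inhibition plus 3 SD, cut at about 35% in these data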;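 also: 0% = GSTO1-1 with DMSO and 100% = wells lacking GSTO1-1 enzyme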
LYPLA1 inh – LYPLA1 (human) inhibition in PME1 counter-screen; 0.16% of 320,000 active; inhibition, % at 5.9 µM; recombinant LYPLA1, FP-Rh probe fluorescence polarization; O75608;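 active = inhibition above the mean of all tested compounds plus 3 SD, set per campaign, cut at about 14% in these data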;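 also: inhibitors block serine hydrolase probe labeling of LYPLA1 so polarization falls; 0% = enzyme with DMSO and 100% = wells lacking LYPLA1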
pPAFAH FP inh – pPAFAH (human) enzyme inhibition; 1.5% of 330,000 active; AID 463082; inhibition, % at 3.39 µM; recombinant pPAFAH, FP-rhodamine probe fluorescence polarization;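 active = inhibition above the mean inhibition across the screen plus 3 SD, cut at about 25% in these data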;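 also: inhibitors block binding of the rhodamine activity-based probe so polarization drops; 0% = enzyme with DMSO and 100% = wells lacking pPAFAH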
Target sequence (Q13093 whole entry, looked up): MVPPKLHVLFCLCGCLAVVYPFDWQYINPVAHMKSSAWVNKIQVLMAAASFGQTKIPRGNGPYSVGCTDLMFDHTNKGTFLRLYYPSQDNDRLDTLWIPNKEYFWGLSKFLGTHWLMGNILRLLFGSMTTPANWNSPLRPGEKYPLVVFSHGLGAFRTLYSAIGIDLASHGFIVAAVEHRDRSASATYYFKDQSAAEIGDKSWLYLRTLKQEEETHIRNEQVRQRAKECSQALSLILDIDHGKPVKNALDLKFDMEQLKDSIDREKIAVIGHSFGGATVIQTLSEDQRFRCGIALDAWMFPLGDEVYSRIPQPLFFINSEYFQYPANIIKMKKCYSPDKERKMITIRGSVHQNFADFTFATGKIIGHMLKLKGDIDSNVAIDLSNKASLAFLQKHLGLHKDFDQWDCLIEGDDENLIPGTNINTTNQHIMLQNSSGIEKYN
PAFAH1B2 inh – PAFAH1B2 (human) inhibition. P68402. recombinant PAFAH1B2, FP-rhodamine activity probe, fluorescence polarization. inhibition, % at 3.39 µM. 1.2% of 340,000 active;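 active = inhibition above the mean of all tested compounds plus 3 SD, cut at about 24% in these data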;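 also: 0% = enzyme with DMSO and 100% = wells lacking PAFAH1B2; many of its hits are not listed in these tables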
Target sequence (P68402 whole entry, looked up): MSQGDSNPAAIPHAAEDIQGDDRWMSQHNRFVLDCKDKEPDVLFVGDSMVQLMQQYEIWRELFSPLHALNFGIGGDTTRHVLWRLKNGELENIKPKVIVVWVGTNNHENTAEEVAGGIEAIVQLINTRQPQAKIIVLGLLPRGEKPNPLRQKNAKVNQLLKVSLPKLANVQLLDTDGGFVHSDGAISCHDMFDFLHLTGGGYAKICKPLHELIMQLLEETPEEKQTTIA
PME-1 primary – blocks human protein phosphatase methylesterase 1; Q9Y570; 0.53% of 320,000 active; recombinant PME-1, FP-Rh probe fluorescence polarization; inhibition, % at 5.9 µM;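 active = inhibition above the campaign mean of all compounds plus 3 SD, cut at about 26% in these data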;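 also: competitive labeling of PME-1 active site by serine hydrolase directed probe; 0% = PME-1 with DMSO and 100% = wells lacking PME-1 enzyme; inhibitors block probe labeling so polarization falls and inhibition rises; many of its hits are not listed in these tables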
Target sequence (Q9Y570 whole entry, looked up): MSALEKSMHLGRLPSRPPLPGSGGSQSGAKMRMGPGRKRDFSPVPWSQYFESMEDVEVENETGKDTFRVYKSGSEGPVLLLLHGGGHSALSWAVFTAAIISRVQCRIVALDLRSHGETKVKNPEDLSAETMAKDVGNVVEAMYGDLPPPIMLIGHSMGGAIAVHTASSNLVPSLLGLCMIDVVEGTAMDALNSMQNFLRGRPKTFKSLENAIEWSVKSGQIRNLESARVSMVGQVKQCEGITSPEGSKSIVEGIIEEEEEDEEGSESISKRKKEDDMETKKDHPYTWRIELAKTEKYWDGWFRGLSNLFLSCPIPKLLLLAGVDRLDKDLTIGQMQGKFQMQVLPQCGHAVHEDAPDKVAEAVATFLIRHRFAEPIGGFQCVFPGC
PAFAH1B3 FP inh – blocks human PAF acetylhydrolase 1B catalytic subunit 3. recombinant PAFAH1B3, FP-rhodamine probe, fluorescence polarization. Q15102. inhibition, % at 3.39 µM. AID 492972. 0.28% of 340,000 active;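 active = inhibition above the screen-wide average of all tested compounds plus 3 SD, cut at about 25% in these data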;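 also: 0% = enzyme with DMSO only and 100% = wells lacking PAFAH1B3 protein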
An asterisk follows results filed as active; x = not tested or not shown; & = joins results of further samples. Not all compounds are listed; rates above refer to the full screens.

[1] CC(C(=O)Nc1nncs1)N1C(=O)C2C3C=CC(C3)C2C1=O (stereo not given)
[2] COc1ccc(-c2cc(C)nc(SCC(=O)c3cccc([N+](=O)[O-])c3)n2)cc1
[3] CCOC(=O)C1CCN(CCC(=O)Nc2ccc(Cl)cc2)CC1
[4] COc1ccc(C)cc1NC(=O)C(OC(=O)c1cccc(S(=O)(=O)N(C)c2ccccc2)c1)c1ccccc1 (stereo not given)
[5] COC(=O)c1ccc(C)c(NC(=O)CSc2nnc3ccccn23)c1
[6] O=C(COc1ncnc2ccccc12)c1ccc(Cl)cc1
[7] O=C1N/C(=N/N=C/c2ccccc2O)SC1Cc1ccc(F)cc1 (stereo not given)
[8] CN(C)c1ccc(C2C3C(=O)N(c4ccc(C(=O)O)cc4)C(=O)C3ON2c2ccccc2)cc1 (stereo not given)
[9] Cc1cccc(COCC(Cc2ccccc2)N2CCN(C(=O)c3cc(Cl)cc(Cl)c3)CCC2=O)c1 (stereo not given)
[10] N#Cc1ccccc1OCC(=O)OCC(=O)c1ccc2c(c1)NC(=O)CO2

Compound	1	2	3	4	5	6	7	8	9	10
PAFAH2 inh	-4	-12	6	-9	8	5	-2	0	14	-1
LYPLA2 inh	2	-3	4	-7	9	29*	1	-3	-5	4
PAD4 FP inh	-5	-6	4	-4	2	0	1	-4	-2	0
GSTO1 counter	-6	2	9	-1	x	-1	-23	7	-5	4
LYPLA1 inh	1	-4	-3	-3	3	-2	3	-6	-4	1
pPAFAH FP inh	-3	4	-2	0	-1	-2	4	12	-5	6
PAFAH1B2 inh	2	3	-2	-4	-4	8	5	6	8	-5
PME-1 primary	2	-2	-2	-5	-2	2	1	-10	20	5
PAFAH1B3 FP inh	4	-6	8	2	1	3	10	3	4	-7

[11] COc1ccc(CNCCNC(=O)c2cccs2)c(OC)c1OC
[12] COc1ccc(Oc2coc3cc(OC(=O)N4CCOCC4)ccc3c2=O)cc1
[13] Cc1ccc(C=Nc2ccccc2C#N)s1
[14] CC(C)C[C@H](NC(=O)OC(C)(C)C)C(=O)N[C@@H](CO)[C@H](O)[C@@H]1C[C@@H]1C(=O)NC1CCCCC1
[15] CN(C(=O)CSc1ncnc2sc3c(c12)CCCC3)C1CCS(=O)(=O)C1 (stereo not given)
[16] CC1CCC(NC(=O)c2ccc(S(C)(=O)=O)cc2)CC1 (stereo not given)
[17] CC(C)(C)NC(=O)NC(=O)CSc1ncccn1
[18] N#CCC(=O)Nc1ccc(C(F)(F)F)cc1N1CCOCC1
[19] Cc1noc(C)c1NC(=O)Nc1cccc2c1O[C@@H](CN(C)Cc1ccc3c(c1)OCO3)[C@@H](C)CN([C@H](C)CO)C2=O
[20] N#Cc1ccc(OCC(=O)NN2Cc3ccccc3C2=N)cc1

Compound	11	12	13	14	15	16	17	18	19	20
PAFAH2 inh	4	9	1	-7	3	11	-6	-1	-2	3
LYPLA2 inh	0	16	4	3	x	2	2	-4	x	6
PAD4 FP inh	1	1	-1	0	2	-3	-2	-1	2	0
GSTO1 counter	1	0	0	-2	x	-4	3	8	x	7
LYPLA1 inh	-2	4	-4	-1	x	-2	1	-4	x	0
pPAFAH FP inh	2	34*	4	6	4	-1	-5	10	2	1
PAFAH1B2 inh	4	-4	4	-3	5	-1	5	1	5	4
PME-1 primary	-1	1	-2	-2	x	-2	4	-5	x	0
PAFAH1B3 FP inh	3	-4	8	11	11	6	7	0	5	3

[21] CC(=O)c1c(C)[nH]c(C(=O)OCC(=O)Nc2cccnc2Cl)c1C
[22] Cc1ccc(NC(=O)C2(NC(=O)c3cccc(N4C(=O)CSC4c4ccccc4)c3)CCCCC2)cc1 (stereo not given)
[23] Cc1nn(-c2ccccc2)c(C)c1C(=O)OCC(=O)NC(=O)NC1CCCC1
[24] COc1ccc(-c2cn(CCO)c(-c3ccc(Cl)nc3)n2)cc1
[25] O=C(Nc1ccnn1C1CCN(Cc2ccc(Cl)cc2)CC1)C1CCCC1
[26] Cc1cccc(-n2c(C)cc(/C=N\NC(=O)c3ccco3)c2C)c1
[27] CCc1cc([N+](=O)[O-])cc(CC)c1N
[28] Cc1ccc(-c2ccc([C@H]3[C@@H]4C=CCC[C@@]4(C)C(=O)N3Cc3ccccc3)c(F)c2)cc1
[29] CC(C)n1c(Sc2nccn2C)nc2c1c(=O)n(C)c(=O)n2C
[30] Cc1ccc(Sc2cc(N3CCOCC3)nc(-c3ccccc3)n2)cc1

Compound	21	22	23	24	25	26	27	28	29	30
PAFAH2 inh	-1	-5	-5	5	6	-2	-4	3	0	-10
LYPLA2 inh	x	-6	11	4	2	2	-3	-4	0	0
PAD4 FP inh	-1	-3	-2	-3	-6	-1	-8	3	1	-2
GSTO1 counter	x	-8	-4	4	2	4	5	14	-3	8
LYPLA1 inh	x	-6	-3	3	-1	0	-2	0	-1	-1
pPAFAH FP inh	3	1	0	3	5	5	-2	2	-3	4
PAFAH1B2 inh	8	6	0	-3	3	5	1	9	0	4
PME-1 primary	x	-9	6	3	5	2	3	0	1	4
PAFAH1B3 FP inh	5	9	8	-1	13	-5	1	-5	0	-4

[31] Cc1oc2c(c1C(=O)N1CCC(C)CC1)C(=O)c1ccccc1C2=O
[32] Cn1c(-c2ccc(F)cc2)cnc1SCC(=O)NCc1ccco1
[33] Cc1onc(-c2ccccc2)c1C(=O)Nc1ncc([N+](=O)[O-])s1
[34] COc1ccc(C2SCC(=O)N2CC23CC4CC(CC(C4)C2)C3)cc1 (stereo not given)
[35] O=C(NCc1n[nH]c(=S)n1-c1ccc(F)cc1)c1ccc(S(=O)(=O)N2CCOCC2)cc1
[36] Cc1ccc(NC(=O)COC(=O)CCc2ccc(S(=O)(=O)N3CCOCC3)cc2)cc1C
[37] CCOc1ccccc1N1CCN(Cc2ccc(Br)s2)CC1
[38] O=C(Cc1sc(-c2ccccc2)nc1-c1ccccc1)Nc1ccccc1
[39] Cc1ccc(CSC2=Nc3ccccc3C3=NC(=O)CN23)cc1
[40] O=C(Nc1cccc(Cl)c1)Nc1cc(S(=O)(=O)N2CCOCC2)ccc1N1CCCC1

Compound	31	32	33	34	35	36	37	38	39	40
PAFAH2 inh	x	-4	4	3	7	4	4	-17	-1	-2
LYPLA2 inh	2	-1	-4	-3	1	9	6	-7	3	-12
PAD4 FP inh	9	2	-2	-1	-3	-6	-2	-3	-10	-2
GSTO1 counter	40*	3	10	-1	6	0	-6	-3	-10	-8
LYPLA1 inh	2	2	0	-1	1	6	1	-8	0	-14
pPAFAH FP inh	8	3	6	-1	11	6	8	-4	6	5
PAFAH1B2 inh	x	1	12	10	7	4	3	2	10	8
PME-1 primary	-7	6	2	2	1	-2	-4	-12	-3	9
PAFAH1B3 FP inh	x	0	6	4	5	-3	6	5	8	4

Structures listed above printed as active in pPAFAH FP inh.
# | SMILES | PAFAH2 inh | PAD4 FP inh | pPAFAH FP inh | PAFAH1B2 inh | PME-1 primary | PAFAH1B3 FP inh
12 | COc1ccc(Oc2coc3cc(OC(=O)N4CCOCC4)ccc3c2=O)cc1 | 9 | 1 | 34* | -4 | 1 | -4

Ordered by SMILES length (falling): part of the list above
[36] Cc1ccc(NC(=O)COC(=O)CCc2ccc(S(=O)(=O)N3CCOCC3)cc2)cc1C
[40] O=C(Nc1cccc(Cl)c1)Nc1cc(S(=O)(=O)N2CCOCC2)ccc1N1CCCC1
[37] CCOc1ccccc1N1CCN(Cc2ccc(Br)s2)CC1

Compound	36	40	37
PAFAH2 inh	4	-2	4
LYPLA2 inh	9	-12	6
PAD4 FP inh	-6	-2	-2
GSTO1 counter	0	-8	-6
LYPLA1 inh	6	-14	1
pPAFAH FP inh	6	5	8
PAFAH1B2 inh	4	8	3
PME-1 primary	-2	9	-4
PAFAH1B3 FP inh	-3	4	6

Next section
[41] CC(C)NC(=O)N(C)C[C@H]1Oc2ccc(NC(=O)Cn3cnnn3)cc2C(=O)N([C@H](C)CO)C[C@@H]1C
[42] CC1CN(C2CCN(S(=O)(=O)c3ccc(F)cc3)CC2)CC(C)O1 (stereo not given)
[43] O=C(c1cc(-c2cccs2)on1)N1CCOCC1
[44] COc1ccc(C)cc1S(=O)(=O)N1CCOCC1
[45] COc1ccc(C(=O)Nc2ccc(N3CCCCC3)cc2)cc1Br
[46] CC(O)c1nc(C(C)O)n(CC(=O)c2ccccc2)n1 (stereo not given)
[47] Cc1c(Cl)ccc2c1NC(=O)[C@]21N[C@@H](Cc2ccccc2)[C@H]2C(=O)N(c3ccc(F)cc3)C(=O)[C@H]21
[48] Cc1ccc(S(=O)(=O)Nc2c(O)c3ccccc3oc2=O)cc1C
[49] CCOC(=O)NC(=O)c1cn(N(C)c2ncc(C(F)(F)F)cc2Cl)c(=O)[nH]c1=O
[50] OCCC1CN(Cc2cccn2-c2ccccn2)CCN1C1CCCC1 (stereo not given)

Compound	41	42	43	44	45	46	47	48	49	50
PAFAH2 inh	3	-6	2	x	1	-2	-8	43*	4	3
LYPLA2 inh	x	-4	-2	-3	0	7	-31	-5	-7	8
PAD4 FP inh	-4	1	5	-5	-1	-2	-2	1	-2	-1
GSTO1 counter	x	-4	-1	1	9	4	2	-1	1	14
LYPLA1 inh	x	-2	0	-2	-2	1	-14	-3	-1	2
pPAFAH FP inh	1	2	4	-1	3	2	-1	3	-2	4
PAFAH1B2 inh	3	-1	-2	x	-4	7	3	11	2	-3
PME-1 primary	x	-7	-2	-1	1	0	-22	2	3	3
PAFAH1B3 FP inh	3	7	3	x	-12	0	8	4	3	-2

[51] COC(=O)c1ccc(CNC(=O)COC(=O)c2cc(Cl)ccc2O)cc1
[52] Cc1ccc(C#CC[N+]2(C)CCCCC2)cc1
[53] O=C(COc1ccc(Cl)cc1Cl)OCC(=O)N1CCCc2ccccc21
[54] O=C(Nc1ccc2oc(-c3ccncc3)nc2c1)c1ccc2c(c1)OCCO2
[55] COc1ccc(C(=O)OCc2csc(C)n2)c(O)c1
[56] COc1ccc([N+](=O)[O-])cc1NC(=O)CC1SC(=Nc2cccc(C)c2C)N(/N=C/c2cccc(OC)c2OC)C1=O (stereo not given)
[57] O=C(N/N=C/c1ccccc1[N+](=O)[O-])c1cccs1
[58] O=C(Nc1ccc(N2CCN(C(=O)c3ccco3)CC2)cc1)c1ccc(Br)cc1
[59] Cc1[nH]c2ccccc2c1C(c1ccncc1)N1CCC(C)CC1 (stereo not given)
[60] O=C(c1ccc(F)cc1)C1CCN(C(=S)NCC2CCCO2)CC1 (stereo not given)
[61] CC(C)(C)c1ccc(C(=O)N2CCCN(c3ccc([N+](=O)[O-])cn3)CC2)cc1
[62] CN(Cc1nc(Cc2cccc(F)c2)no1)CC1COCCO1 (stereo not given)
[63] O=C1c2ccccc2C(=O)C1c1ccccc1

Compound	51	52	53	54	55	56	57	58	59	60	61	62	63
PAFAH2 inh	-1	x	10	-1	-4	-18&-40	1	19	10	2	3	-2	-2
LYPLA2 inh	x	0	-4	28*	-2	-7	0	-1	6	2	5	-1	-3
PAD4 FP inh	1	-7	-4	-5	-7	0	6	-1	-1	-9	1	-5	-6
GSTO1 counter	x	-7	-1	7	-2	-22	-1	2	2	3	-7	-4	-7
LYPLA1 inh	x	2	-2	9	-1	-8	-5	1	-1	2	6	-1	-1
pPAFAH FP inh	-2	3	13	-5	2	6	3	8	4	6	6	1	5
PAFAH1B2 inh	3	x	3	0	4	-13&-19	4	3	2	4	12	1	2
PME-1 primary	x	3	-1	-9	0	-10	-4	-10	2	1	4	-2	2
PAFAH1B3 FP inh	8	x	4	10	-4	-22&-31	6	2	1	9	3	3	-1
